# BH1578 lux ind = inducers of Vibrio cholerae quorum light production without autoinducers, primary screen, BH1578 luxS cqsA deficient, single point. activation, % at 18.7 µM. 0.16% of 350,000 active. V. cholerae BH1578 lux reporter, luminescence, 6 h; in the data active means activation mostly above about 9.7%, no sharp cut-off; further: not every result past the cut was called active; inactives centre near 0; reference of the scale not given here
# BioA inh = M. tuberculosis BioA enzyme inhibitors, primary screen, biochemical, plate reader, single point, HTS; 0.096% of 360,000 active; purified M. tuberculosis BioA enzyme; inhibition, % at 9.99 µM; 7,8-diaminopelargonic acid synthase BioA (Mycobacterium tuberculosis); in the data active means inhibition above about 40%
# VHR inh abs = VHR1 phosphatase inhibitors, primary screen, biochemical, absorbance, uHTS | Dual specificity protein phosphatase 3 (Homo sapiens), P51452 | recombinant VHR phosphatase, pNPP absorbance | inhibition, % at 13.3 µM | 0.52% of 290,000 active | AID 1654, 2009; in the data active means inhibition above about 50%; further: some compounds called inactive have numbers as strong as hits
# Mtb UGM inh = M. tuberculosis UGM enzyme inhibitors, primary screen, biochemical, fluorescence polarization, single point; UDP-galactopyranose mutase (Mycobacterium tuberculosis (strain ATCC 25618 / H37Rv)), …; 0.06% of 320,000 active; purified UGM, fluorescence polarization probe displacement; inhibition, % at 10 µM; in the data active means inhibition above about 10%, passing the limit was not always enough
# Target sequence (P9WIQ1 whole entry, looked up): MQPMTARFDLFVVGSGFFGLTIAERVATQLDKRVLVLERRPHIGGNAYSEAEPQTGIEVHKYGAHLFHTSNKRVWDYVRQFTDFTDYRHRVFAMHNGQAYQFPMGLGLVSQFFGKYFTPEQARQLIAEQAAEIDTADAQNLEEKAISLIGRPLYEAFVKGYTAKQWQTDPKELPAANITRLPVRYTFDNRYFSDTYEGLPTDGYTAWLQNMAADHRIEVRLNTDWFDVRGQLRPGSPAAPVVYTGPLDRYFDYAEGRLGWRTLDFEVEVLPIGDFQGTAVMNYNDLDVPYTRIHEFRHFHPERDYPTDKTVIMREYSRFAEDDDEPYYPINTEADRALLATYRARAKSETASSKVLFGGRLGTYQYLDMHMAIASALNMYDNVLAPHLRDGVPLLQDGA
# MazF activator = activators of E. coli MazEF toxin-antitoxin RNase, primary screen, biochemical, fluorescence, uHTS. FAM/BHQ RNA-DNA oligo cleavage fluorescence, 5 h. activation, % at 20 µM. AID 504720, 2011. Endoribonuclease toxin MazF (Escherichia coli (strain K12)), P0AE70. 0.32% of 350,000 active; in the data active means activation above about 50%
# Target sequence (P0AE70 whole entry, looked up): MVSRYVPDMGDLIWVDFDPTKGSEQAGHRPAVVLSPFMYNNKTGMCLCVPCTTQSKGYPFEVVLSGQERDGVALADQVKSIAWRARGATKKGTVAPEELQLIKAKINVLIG
# Rv3671c protease = Rv3671c serine protease inhibitors, primary screen, biochemical, fluorescence polarization, M. tuberculosis H37Rv; 0.048% of 320,000 active; inhibition, % at 5.96 µM; AID 2606, 2010; P9WHR9; in the data active means inhibition above about 38%;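 further: extracellular domain of Rv3671c used as enzyme; 0% = enzyme with DMSO and 100% = no enzyme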
# Target sequence (P9WHR9 whole entry, looked up, the tested form may be a part): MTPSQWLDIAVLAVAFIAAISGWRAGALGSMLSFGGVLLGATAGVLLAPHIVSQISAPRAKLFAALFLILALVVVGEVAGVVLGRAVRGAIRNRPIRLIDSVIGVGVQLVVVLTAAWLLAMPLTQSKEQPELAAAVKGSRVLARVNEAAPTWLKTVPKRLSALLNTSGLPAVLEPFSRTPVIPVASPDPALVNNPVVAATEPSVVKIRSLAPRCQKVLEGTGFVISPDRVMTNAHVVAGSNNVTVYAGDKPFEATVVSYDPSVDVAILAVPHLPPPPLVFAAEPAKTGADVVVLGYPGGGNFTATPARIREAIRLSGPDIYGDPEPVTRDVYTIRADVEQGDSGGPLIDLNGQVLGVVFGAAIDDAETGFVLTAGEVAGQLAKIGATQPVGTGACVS
# GDH-TPI counter = GDH-TPI coupling enzyme inhibitors, primary screen, artefact control for M. tuberculosis FBA inhibitor project, biochemical, absorbance, full deck. GDH-TPI coupled enzyme counterscreen, NADH absorbance. inhibition, % at 4.8 µM. 1.2% of 360,000 active; in the data active means inhibition above about 30%;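 further: 0% = DMSO wells and 100% = wells lacking the enzyme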
# PriA SSB inh = inhibitors of Klebsiella pneumoniae PriA binding to SSB C-terminal tail, primary screen, biochemical, AlphaScreen; PriA–SSB C-terminal tail interaction (Klebsiella pneumoniae); AlphaScreen SSBct-PriA binding, biotinylated peptide; inhibition, % at 33 µM; 0.6% of 430,000 active; AID 1272365, 2023; in the data active means inhibition mostly above about 37%, no sharp cut-off; inactive means mostly below about 20%;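 further: plate controls were negative control peptide for no effect and reference peptide for full effect; strong numbers were not always called active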
# Mtb FBA inh = Mtb FBA enzyme inhibitors, primary screen, biochemical, fluorescence, strain H37Rv | AID 588726, 2011 | 2.3% of 360,000 active | purified M. tuberculosis FBA, fluorescence read-out | inhibition, % at 1 µM | Fructose-bisphosphate aldolase (Mycobacterium tuberculosis (strain ATCC 25618 / H37Rv)), …; in the data active means inhibition above about 27%;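 further: 0% = vehicle and 100% = reference inhibitor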
# SARS 3CLpro inh = SARS-CoV 3CLpro protease inhibitors, primary screen, biochemical, quenched FRET; Replicase polyprotein 1ab (Severe acute respiratory syndrome coronavirus), P0C6X7; recombinant SARS-CoV 3CLpro, quenched FRET peptide cleavage; inhibition, % at 6 µM; 0.14% of 290,000 active; in the data active means inhibition above about 12%
# The depositor's hits bear a star; i = inactive; · = not tested or not shown; & = joins results of further samples.
SMILES,BH1578 lux ind,BioA inh,VHR inh abs,Mtb UGM inh,MazF activator,Rv3671c protease,GDH-TPI counter,PriA SSB inh,Mtb FBA inh,SARS 3CLpro inh
COc1ccc(N2CC(C(=O)Nc3nnc(SCC(=O)NCc4ccco4)s3)CC2=O)cc1 (centres undefined),i,-1.1,2,1.7,1,-11,2,-19,1,-2
COc1ccc(NC(=O)CN(C)CC(=O)NC2CCC(C)CC2)cc1 (centres undefined),-0.5,-0.1,·,1.3,1,3,6,-7,2,·
COc1ccccc1OCCCOc1cccc(/C=C2\SC(=O)NC2=O)c1,-0.8,1.1,18,-0.2,0,-30,18,-12,3,5
COc1ccc(CCn2c(=N)c(C(=O)NCc3ccco3)cc3c(=O)n4ccccc4nc32)cc1OC,i,·,·,·,-14,·,16,19,5,·
O=C(/C=C/Nc1nccs1)C(F)(F)Cl,-0.2,-0.7,22,0.9,-6,4,-1,-1,-1,-4
COc1cccc(C(=O)NNC(=O)C(=O)N2CCCCC2)c1,-0.4,1.3,27,-1.2,7,6,12,-13,2,-1
Cc1nn(CCCC(=O)NCCCN2CCN(C)CC2)c(=O)c2c1sc1ccccc12,-7.1,-0.4,11,0.0,7,-7,15,-10,2,-6
CCOc1cc(NC(=S)NCc2ccco2)c(OCC)cc1NC(=O)C1CC1,-0.3,·,38,1.4,7,10,6,1,4,5
COc1ccc(N2CCN(Cc3nc4c(c(=O)n(C)c(=O)n4C)n3Cc3cccc(C)c3)CC2)cc1,-0.4,-0.7,7,-0.4,11,1,12,5,3,4
CC1CCCC(NC(=O)c2ccc(COc3ccccc3)o2)C1C (centres undefined),i,0.6,8,-1.3,-7,-4,-1,-11,-2,8
N#Cc1ncc(N=Cc2ccc(N(CCCl)CCCl)cc2)s1,-0.8,-2.0,·,·,0,·,52*,-21,-1,·
Cc1nn2c(-c3ccccn3)ccnc2c1Br,i,·,30,0.8,-13,-4,8,-9,0,4
COc1ccc(S(=O)(=O)Nc2ccc3c(c2)C(=O)N([C@H](C)CO)C[C@H](C)[C@@H](CN(C)C(=O)Nc2ccc(C(F)(F)F)cc2)O3)cc1,-0.5,0.4&-1.5,·,-2.6,4,-16,6,-3,-2,·
Cc1ccccc1NC(=O)CCN1CCc2ccccc2C1,-0.3,·,25,1.2,11,-1,11,0,1,7
COc1ccc(OCC(O)CNC(=O)c2cccs2)cc1 (centres undefined),0.3,·,9,4.2,1,6,-8,-11,1,-3

# The closing 2 records of the section before open the next one:
SMILES,BH1578 lux ind,BioA inh,VHR inh abs,Mtb UGM inh,MazF activator,Rv3671c protease,GDH-TPI counter,PriA SSB inh,Mtb FBA inh,SARS 3CLpro inh
Cc1ccccc1NC(=O)CCN1CCc2ccccc2C1,-0.3,·,25,1.2,11,-1,11,0,1,7
COc1ccc(OCC(O)CNC(=O)c2cccs2)cc1 (centres undefined),0.3,·,9,4.2,1,6,-8,-11,1,-3
CCCN(CC(=O)c1cc(C)n(C)c1C)S(=O)(=O)c1cccc(C(F)(F)F)c1,i,-0.3,10,-1.8,-11,2,8,16,-2,-3
CCOC(=O)C1CCN(C(=O)CNC(=O)c2nn(-c3ccc(OC)cc3OC)c(=O)c3ccccc23)CC1,-0.3,0.1,31,-2.0,-4,1,1,1,2,0
Cc1nc2ccccc2nc1OCc1cccc([N+](=O)[O-])c1,0.7,-1.2,22,-0.2,5,5,-1,-4,1,2
Cc1ccc(-c2nc3ncccc3o2)cc1NC(=O)c1sc2ccccc2c1Cl,-0.3,·,19,1.7,-20,-15,20,-20,-1,-2
CC(C)N(C(=O)CSc1nc2c([nH]1)c(=O)n(C)c(=O)n2C)c1ccccc1,-0.2,-1.6,12,-0.3,4,-2,16,-12,3,3
CC(C)CNC(=S)NNC(=O)c1ccc2c(c1)OCO2,i,·,-10,-1.1,-15,-8,1,-12,0,0
Cc1ccc(S(=O)(=O)N2CCN(C(=O)COC(=O)c3ccccn3)CC2)c(C)c1,1.4,·,·,2.7,1,5,-3,-6,-1,·
COc1ccc(CCN2C(=O)CC(Cc3ccccc3)C2=O)cc1OC (centres undefined),-0.4,·,25,1.6,6,-9,5,-6,2,-1
CCOC(=O)C1=C(C)NC2=C(C(=O)CCC2)C1c1ccc(N(C)C)cc1 (centres undefined),i,·,3,1.7,5,8,10,-9,1,3
CC1CCCCN1C(=O)CSc1nnc(-c2cccs2)o1 (centres undefined),-0.2,19,-11,-0.7,1,3,7,-1,4,1
CN(C)CCNC(=O)c1onc(CSc2nc3ccccc3[nH]2)c1C(=O)NCCN(C)C,-2.2,-0.6,24,1.5,4,10,6,4,-1,-1
COc1ccccc1N1CCN(S(=O)(=O)c2cccc(F)c2)CC1,11,·,-8,3.5,0,-9,-5,3&-13,4,4
CC(C)(C)c1ccc(OCC(=O)N2CCN(C=O)CC2)cc1,-0.4,-0.7,5,0.7,-2,2,-3,-11,2,4
O=C1CC(Sc2ccc(Cl)cc2)C(=O)N1c1ccc2c(c1)OCCO2 (centres undefined),-0.5,0.2,24,-1.4,1,0,-1,-3,-3,-3
Cc1cccc(NC(=O)c2ccccc2C(=O)O)c1,i,-2.0,3,-0.7,8,-8,-17,11,-1,-1
Cn1c2ccccc2c(=O)c2cc(C#Cc3cccc(N)c3)ccc21,i,-0.2,·,1.8,3,-12,15,-6,8,·
COc1cc(/C=C/C(=O)O)cc(S(=O)(=O)N(C)CCO)c1OC,3.1,0.4,14,1.1,3,-2,-5,4,2,-9
CN(C)Cc1ccc(CNC(=O)COc2ccc3ccccc3c2)cc1,-0.3,·,6,-0.2,4,-7,-1,1,1,1
CSc1ccccc1NC(=O)CN(C)S(=O)(=O)c1ccc(F)cc1,-0.4,-0.9,16,-0.2,-2,-3,0,-18,-3,-1
Cc1cc(/C=N\O)c(C)n1-c1ccncc1,·,2.5,10,5.1,2,-4,16,·,0,8
Fc1ccc(OCCCCCCN2CCCC2)cc1,-0.6,0.5,8,-0.3,9,-6,-5,-11,0,5
CCOc1ccc(-n2c(O)c(N=Nc3c(C)n(C)n(-c4ccccc4)c3=O)c(=O)[nH]c2=O)cc1,-0.6,-0.2,13,-2.4,0,-77,19,9,-4,-3
CC(=O)Nc1ccc(S(=O)(=O)NC(C)C(=O)NCC(c2ccco2)N(C)C)cc1 (centres undefined),i,-0.5,·,·,-3,·,-1,-4,4,·
CCN(CC(=O)Nc1ccc(OC)cc1)C(=O)c1ccc(=O)n(Cc2ccccc2)n1,1.3,4.5,·,-1.2,3,-11,6,1,-1,·
CCCN(C#N)c1nc(NCC)nc(NC(C)C)n1,i,1.5,7,-1.3,-3,-7,6,-5,4,2
O=C(O)c1cccc2c1C(=O)c1ccc(N3CCCCC3)cc1S2(=O)=O,-0.3,-0.9,·,-3.1,-33,-4,6,-18,-18,·
O=S(=O)(c1cccc(-c2n[nH]c(=S)n2Cc2ccccc2)c1)N1CCOCC1,-0.5,-0.9,-18,0.0,5,-10,12,1,-3,6
CN(C)C(=O)c1ccc(COc2ccccc2Br)o1,i,1.4,-16,1.5,-2,5,-5,-12,-1,2
CCOC(=O)CNC(=O)CSc1nc(C)cc(C)c1C#N,·,0.7,32,-1.4,9,10,-2,-12,3,-5
Cc1cc(C(=O)OC(C(=O)Nc2ccc(C)c(Cl)c2)c2ccccc2)c(C)o1 (centres undefined),i,·,17,-1.8,6,-144,4,-18,3,0

# Random excerpt: 6 entries already listed
SMILES,BH1578 lux ind,BioA inh,VHR inh abs,Mtb UGM inh,MazF activator,Rv3671c protease,GDH-TPI counter,PriA SSB inh,Mtb FBA inh,SARS 3CLpro inh
O=C(O)c1cccc2c1C(=O)c1ccc(N3CCCCC3)cc1S2(=O)=O,-0.3,-0.9,·,-3.1,-33,-4,6,-18,-18,·
Cc1cc(/C=N\O)c(C)n1-c1ccncc1,·,2.5,10,5.1,2,-4,16,·,0,8
COc1cc(/C=C/C(=O)O)cc(S(=O)(=O)N(C)CCO)c1OC,3.1,0.4,14,1.1,3,-2,-5,4,2,-9
CN(C)C(=O)c1ccc(COc2ccccc2Br)o1,i,1.4,-16,1.5,-2,5,-5,-12,-1,2
Fc1ccc(OCCCCCCN2CCCC2)cc1,-0.6,0.5,8,-0.3,9,-6,-5,-11,0,5
CCOc1ccc(-n2c(O)c(N=Nc3c(C)n(C)n(-c4ccccc4)c3=O)c(=O)[nH]c2=O)cc1,-0.6,-0.2,13,-2.4,0,-77,19,9,-4,-3

# (list continues)
SMILES,BH1578 lux ind,BioA inh,VHR inh abs,Mtb UGM inh,MazF activator,Rv3671c protease,GDH-TPI counter,PriA SSB inh,Mtb FBA inh,SARS 3CLpro inh
O=c1cc(-c2ccccc2)nc2nc(-c3ccco3)[nH]n12,0.5,0.4,27,-0.4,7,9,2,-3,2,2
O=C(c1ccccc1)N1CCCCC(Sc2nnnn2-c2ccccc2)C1=O (centres undefined),i,-0.5,9,1.0,3,8,-9,-17,-3,1
CCC(C)n1c(=N)c(C#N)cc2c(=O)n3cccc(C)c3nc21 (centres undefined),-0.5,·,-9,1.6,-42,0,1,-7,20,1
CC1=C(C)CC(C(=O)N2CCN(Cc3ccc4c(c3)OCO4)CC2)C(C(=O)O)C1 (centres undefined),i,·,-4,-2.9,-12,8,-2,-2,0,-4
OCCN(CCO)c1ccc2ccccc2c1,i,-2.2,4,0.1,3,2,2,-8,109*,4
CCOC(=O)N1CCN(C(=O)c2ccc3c(=O)n(CCC4=CCCCC4)c(=O)[nH]c3c2)CC1,i,0.1,41,-1.7,4,-8,2,-1,0,0
NC(=O)C1CCN(C(=O)NC2CC(=O)N(c3ccc4c(c3)OCCO4)C2)CC1 (centres undefined),0.7,0.6,·,-2.0,2,-3,2,0,-2,·

# Some entries already given with just GDH-TPI counter:
compound	GDH-TPI counter
CC(=O)Nc1ccc(S(=O)(=O)NC(C)C(=O)NCC(c2ccco2)N(C)C)cc1 (centres undefined)	-1
CCCN(C#N)c1nc(NCC)nc(NC(C)C)n1	6
Cc1ccccc1NC(=O)CCN1CCc2ccccc2C1	11
COc1ccccc1N1CCN(S(=O)(=O)c2cccc(F)c2)CC1	-5
CC1CCCCN1C(=O)CSc1nnc(-c2cccs2)o1 (centres undefined)	7

# Some of the compounds tested; rates above refer to the full screens.
